TcdB inh: TcdB glycohydrolase inhibition | TcdB glycohydrolase enzymatic assay, plate reader | inhibition, % at 9.99 µM | 350,000 compounds, 0.24% hits | AID 652162; in the data active = inhibition above about 10%
* hit, by the source's call.

A first look:
no.	smiles	TcdB inh
1	C[C@@H]1CN([C@@H](C)CO)C(=O)Cc2cc(NS(=O)(=O)c3cn(C)cn3)ccc2O[C@@H]1CN(C)Cc1ccncc1	-1.4
2	O=C(c1ccccc1)N1CC(=O)N2[C@H](C1)[C@@H](c1ccc(C#CCC3CCCC3)cc1)[C@@H]2CO	-0.9
3	CC(C)NC(=O)Nc1ccc2c(c1)C(=O)N([C@H](C)CO)C[C@H](C)[C@@H](CN(C)CC1CCCCC1)OCCCC[C@H](C)O2	-0.5
4	Cc1ccc(S(=O)(=O)N(C)C[C@H]2OCCCC[C@@H](C)Oc3ccc(NS(=O)(=O)c4c(C)noc4C)cc3C(=O)N([C@H](C)CO)C[C@@H]2C)cc1	0.5
5	C[C@@H]1CN([C@@H](C)CO)C(=O)Cc2cc(NC(=O)Nc3ccc4c(c3)OCO4)ccc2O[C@H]1CN(C)S(=O)(=O)c1ccc(F)cc1	-1.5
6	C[C@H]1CCCCO[C@H](CN(C)Cc2ccc(C(=O)O)cc2)[C@@H](C)CN([C@@H](C)CO)C(=O)c2cc(NC(=O)NC3CCCCC3)ccc2O1	-0.2

The list itself, repeating the preview:
no.	smiles	TcdB inh
1	C[C@@H]1CN([C@@H](C)CO)C(=O)Cc2cc(NS(=O)(=O)c3cn(C)cn3)ccc2O[C@@H]1CN(C)Cc1ccncc1	-1.4
2	O=C(c1ccccc1)N1CC(=O)N2[C@H](C1)[C@@H](c1ccc(C#CCC3CCCC3)cc1)[C@@H]2CO	-0.9
3	CC(C)NC(=O)Nc1ccc2c(c1)C(=O)N([C@H](C)CO)C[C@H](C)[C@@H](CN(C)CC1CCCCC1)OCCCC[C@H](C)O2	-0.5
4	Cc1ccc(S(=O)(=O)N(C)C[C@H]2OCCCC[C@@H](C)Oc3ccc(NS(=O)(=O)c4c(C)noc4C)cc3C(=O)N([C@H](C)CO)C[C@@H]2C)cc1	0.5
5	C[C@@H]1CN([C@@H](C)CO)C(=O)Cc2cc(NC(=O)Nc3ccc4c(c3)OCO4)ccc2O[C@H]1CN(C)S(=O)(=O)c1ccc(F)cc1	-1.5
6	C[C@H]1CCCCO[C@H](CN(C)Cc2ccc(C(=O)O)cc2)[C@@H](C)CN([C@@H](C)CO)C(=O)c2cc(NC(=O)NC3CCCCC3)ccc2O1	-0.2
7	COc1cccc(-c2cnc3c(c2)C(=O)N([C@H](C)CO)C[C@@H](C)[C@H](CN(C)Cc2ccc(F)cc2)O3)c1	0.8
8	CO[C@@H]1CN(C)C(=O)c2cc(NC(=O)Nc3ccccc3F)ccc2OC[C@H](C)N(C)C[C@H]1C	-1.5
9	Cc1noc(C)c1NC(=O)Nc1ccc2c(c1)C(=O)N([C@@H](C)CO)C[C@H](C)[C@H](CN(C)Cc1ccc(C(F)(F)F)cc1)O2	-0.8
10	CCCC#Cc1cnc2c(c1)C(=O)N([C@@H](C)CO)C[C@@H](C)[C@@H](CN(C)Cc1cccnc1)O2	0.3
11	C[C@H](CO)N1C[C@H](C)[C@@H](CN(C)Cc2ccc(C(F)(F)F)cc2)Oc2ccc(NS(=O)(=O)c3ccc(F)cc3)cc2C1=O	-1.0
12	C[C@@H]1CN([C@@H](C)CO)C(=O)c2cccc(NC(=O)Nc3ccc(C(F)(F)F)cc3)c2O[C@@H]1CN(C)CC1CCCCC1	0.6
13	C[C@H]1CN([C@@H](C)CO)C(=O)c2cc(C3=CCCC3)cnc2O[C@H]1CN(C)Cc1ccc(C(=O)O)cc1	-0.8
14	COc1ccc(NC(=O)N(C)C[C@H]2Oc3cc(C#CCC(C)C)ccc3S(=O)(=O)N([C@H](C)CO)C[C@@H]2C)cc1	-0.1
15	Cc1ccc(S(=O)(=O)N[C@@H]2CC[C@H](CC(=O)O)O[C@@H]2CO)cc1	-2.1
16	Cc1ccc(S(=O)(=O)N(C)C[C@@H]2Oc3c(NC(=O)C4CCCCC4)cccc3C(=O)N([C@@H](C)CO)C[C@@H]2C)cc1	-1.1
17	C[C@H]1CN([C@@H](C)CO)C(=O)c2cc(NS(=O)(=O)c3ccc(F)cc3)ccc2O[C@@H]1CN(C)S(=O)(=O)c1cccs1	0.6
18	COc1ccc2c3c(n(C)c2c1)[C@H](CO)N(C(=O)c1cnccn1)CC31CCN(C(=O)c2cnccn2)CC1	-0.4
19	C[C@@H]1CN([C@@H](C)CO)C(=O)c2cccc(NC(=O)c3ccncc3)c2O[C@@H]1CN(C)C(=O)Nc1ccccc1	-1.4
20	COc1cccc(NC(=O)N[C@@H]2C=C[C@@H](CC(=O)Nc3ccc(-c4ccccc4)cc3)O[C@H]2CO)c1	-0.2
21	CN1c2ccc(C#Cc3cccnc3)cc2[C@@H]2[C@@H](CCN2S(=O)(=O)c2ccccc2F)[C@H]1CO	-6.8
22	C[C@H](CO)N1C[C@H](C)[C@H](CN(C)Cc2ccccc2)Oc2ncc(C#CC3(O)CCCC3)cc2C1=O	0.7
23	C[C@@H]1CN([C@H](C)CO)C(=O)c2cc(NC(=O)Nc3ccc(C(F)(F)F)cc3)ccc2O[C@@H](C)CCCCO[C@H]1CN(C)Cc1ccc2c(c1)OCO2	1.3
24	C[C@@H]1CN([C@@H](C)CO)C(=O)c2cccc(NC(=O)C3CCOCC3)c2O[C@H]1CN(C)Cc1ccc(C(=O)Nc2ccccc2N)cc1	-0.4
25	C[C@H](CO)N1C[C@H](C)[C@H](CN(C)Cc2ccc(C(=O)Nc3ccccc3N)cc2)Oc2c(NC(=O)c3ccc(-c4nccs4)cc3)cccc2C1=O	-1.3
26	C[C@H](CO)N1C[C@H](C)[C@H](CN(C)CC2CCCCC2)Oc2ccc(NS(=O)(=O)c3ccc(Cl)cc3)cc2C1=O	1.1
27	COCC(=O)N[C@H]1CC[C@@H](CC(=O)NCc2ccccc2OC)O[C@H]1CO	0.8
28	COc1ccc(CN(C)C[C@H]2Oc3c(NS(=O)(=O)c4cn(C)cn4)cccc3C(=O)N([C@H](C)CO)C[C@@H]2C)cc1	-0.1
29	Cc1ccc(S(=O)(=O)N[C@@H]2C=C[C@@H](CC(=O)NCc3ccncn3)O[C@H]2CO)cc1	-1.4
30	N#C[C@@H]1[C@@H](c2ccc(-c3cccc(F)c3)cc2)[C@@H](CO)N1C(=O)NC1CCCCC1	-0.4
31	C[C@@H]1CN([C@@H](C)CO)C(=O)c2cc(NC(=O)Cc3ccccc3)ccc2O[C@H]1CN(C)C(=O)Nc1ccccc1	0.4
32	Cc1ccc(S(=O)(=O)Nc2ccc3c(c2)C(=O)N([C@H](C)CO)C[C@H](C)[C@H](CN(C)C(=O)Nc2ccc(C(F)(F)F)cc2)O3)cc1	0.7
33	C[C@@H]1CN([C@H](C)CO)C(=O)c2cc(NC(=O)Nc3ccc(C(F)(F)F)cc3)ccc2O[C@@H]1CN(C)C(=O)NC1CCCCC1	1.0
34	C[C@@H]1CN([C@H](C)CO)C(=O)Cc2cc(NC(=O)Nc3ccccc3)ccc2O[C@H]1CN(C)S(=O)(=O)c1cccs1	-0.6
35	Cc1ccc(S(=O)(=O)Nc2ccc3c(c2)C(=O)N([C@H](C)CO)C[C@@H](C)[C@H](CN(C)S(=O)(=O)c2ccc(Cl)cc2)O3)cc1	0.3
36	Cc1cccc(-c2ccc([C@@H]3[C@H](CO)N4CCCCN(S(=O)(=O)c5cn(C)cn5)C[C@@H]34)cc2)c1	0.7
37	C[C@H](CO)N1C[C@H](C)[C@H](CN(C)C)Oc2c(NS(=O)(=O)c3cn(C)cn3)cccc2C1=O	0.4
38	COc1cccc(C#Cc2cnc3c(c2)C(=O)N([C@@H](C)CO)C[C@@H](C)[C@H](CN(C)C(=O)C2CCC2)O3)c1	1.3
39	CN(C)C(=O)C[C@@H]1CC[C@H]2[C@H](COc3ccc(NC(=O)C4CCCCC4)cc3C(=O)N2C)O1	0.1
40	CO[C@H]1CN(C)C(=O)c2cc(NC(=O)Nc3c(C)noc3C)ccc2OC[C@H](C)N(C)C[C@@H]1C	-0.1
41	COc1cccc(NC(=O)N2CC(=O)N3[C@@H](CO)[C@@H](c4ccc(C#CCC5CCCC5)cc4)[C@@H]3C2)c1	-0.7
42	C[C@H](CO)N1C[C@H](C)[C@@H](CN(C)S(=O)(=O)c2ccc(Cl)cc2)Oc2ccc(NS(=O)(=O)c3ccc(Cl)cc3)cc2CC1=O	-0.7
43	CC=Cc1ccc2n(c1=O)C[C@@H]1[C@@H](CO)[C@H](C(=O)NCc3ccc(F)cc3)N(CC)[C@H]21 (mixture of isomers)	-1.6
44	CO[C@@H]1CN(C)C(=O)c2ccc(NC(=O)C3CC3)cc2OC[C@H](C)N(C(=O)CN2CCOCC2)C[C@H]1C	0.1
45	COc1ccc(S(=O)(=O)Nc2ccc3c(c2)C(=O)N([C@H](C)CO)C[C@@H](C)[C@@H](CN(C)S(=O)(=O)c2ccc(C)cc2)O3)cc1	-0.3
46	C[C@@H]1CN([C@H](C)CO)S(=O)(=O)c2ccc(C#Cc3ccccc3)cc2O[C@@H]1CN(C)S(C)(=O)=O	0.3
47	C[C@@H]1CN([C@H](C)CO)C(=O)c2cccc(NC(=O)c3nc4ccccc4s3)c2O[C@@H]1CN(C)Cc1ccncc1	1.5
48	C[C@H](CO)N1C[C@H](C)[C@H](CN(C)C(=O)C2CCOCC2)Oc2ncc(-c3ccccc3F)cc2C1=O	1.2
49	O=C(C[C@@H]1CC[C@@H]2[C@H](COC[C@@H](O)CN2Cc2cccc(Cl)c2)O1)NCc1cccc(F)c1	-2.1
50	C[C@H]1CN([C@@H](C)CO)C(=O)Cc2cc(NC(=O)Cc3cn(C)c4ccccc34)ccc2O[C@@H]1CN(C)S(=O)(=O)c1ccc(F)cc1	-0.2
51	C[C@@H]1CN([C@H](C)CO)C(=O)c2cccc(NC(=O)CCCCCC(=O)Nc3ccccc3N)c2O[C@H]1CN(C)C	-1.6
52	C[C@H]1CN([C@@H](C)CO)C(=O)c2cc(C3=CCCCC3)cnc2O[C@@H]1CN(C)Cc1cccc(F)c1	-0.3
53	CO[C@H]1CN(C)C(=O)c2ccc(NC(=O)Nc3c(C)noc3C)cc2OC[C@H](C)N(CC2CC2)C[C@@H]1C	-0.5
54	COc1ccc(S(=O)(=O)Nc2ccc3c(c2)C(=O)N([C@@H](C)CO)C[C@@H](C)[C@@H](CN(C)C(=O)NC(C)C)OCCCC[C@@H](C)O3)cc1	-0.1
55	CCCc1cn(CC[C@H]2CC[C@@H](NS(=O)(=O)c3ccc(-c4ccccc4)cc3)[C@@H](CO)O2)nn1	0.4
56	COc1ccc(S(=O)(=O)N(C)C[C@@H]2OCCCC[C@@H](C)Oc3ccc(NS(=O)(=O)c4cn(C)cn4)cc3C(=O)N([C@H](C)CO)C[C@@H]2C)cc1	0.2
57	CCCC(=O)Nc1ccc2c(c1)C(=O)N(C)C[C@@H](OC)[C@H](C)CN(C(=O)CN(C)C)[C@@H](C)CO2	0.2
58	Cc1cccc(-c2ccc([C@H]3[C@@H](CO)N4C(=O)CN(C(=O)c5cccnc5)C[C@@H]34)cc2)c1	-0.5
59	CCCNC(=O)N(C)C[C@@H]1Oc2cc(-c3cncnc3)ccc2S(=O)(=O)N([C@@H](C)CO)C[C@@H]1C	-4.6
60	COc1ccc(CN(C)C[C@H]2Oc3ccc(NS(C)(=O)=O)cc3C(=O)N([C@@H](C)CO)C[C@@H]2C)cc1	-0.3

From no. 54 to 55, copied from above:
no.	smiles	TcdB inh
54	COc1ccc(S(=O)(=O)Nc2ccc3c(c2)C(=O)N([C@@H](C)CO)C[C@@H](C)[C@@H](CN(C)C(=O)NC(C)C)OCCCC[C@@H](C)O3)cc1	-0.1
55	CCCc1cn(CC[C@H]2CC[C@@H](NS(=O)(=O)c3ccc(-c4ccccc4)cc3)[C@@H](CO)O2)nn1	0.4

(continued)
no.	smiles	TcdB inh
61	CC=Cc1ccc2n(c1=O)C[C@H]1[C@H](CO)[C@@H](C(=O)N3CCCCC3)N(Cc3ccccn3)[C@@H]21 (mixture of isomers)	-1.1
62	C[C@@H]1CN([C@@H](C)CO)C(=O)Cc2cc(NC(=O)Nc3ccc(C(F)(F)F)cc3)ccc2O[C@H]1CN(C)S(=O)(=O)c1ccc(Cl)cc1	-0.4
63	COCC(=O)Nc1ccc2c(c1)C(=O)N(C)[C@@H]1CC[C@@H](CC(=O)NCc3ccccc3)O[C@@H]1CO2	-0.6
64	Cc1ccc(S(=O)(=O)Nc2ccc3c(c2)C(=O)N([C@@H](C)CO)C[C@H](C)[C@@H](CN(C)Cc2ccc(-c4ccccc4)cc2)O3)cc1	-0.9
65	COc1ccc(CN(C)C[C@@H]2Oc3ccc(NS(=O)(=O)c4ccccc4)cc3CC(=O)N([C@@H](C)CO)C[C@@H]2C)cc1	-0.1
66	O=C(N[C@@H]1CC[C@@H](CCn2cc(C3(O)CCCC3)nn2)O[C@H]1CO)C1CCCCC1	-0.1
67	CN(C)C(=O)C[C@H]1C=C[C@@H](NC(=O)C2CCC2)[C@H](CO)O1	1.2
68	C/C(=C\c1ccccc1)C(=O)N1CCC=CC1=O	0.4
69	COCCNC(=O)C[C@H]1C[C@@H]2c3cc(NC(=O)Nc4ccc(OC)cc4)ccc3O[C@@H]2[C@@H](CO)O1	-0.2
70	CO[C@H]1CN(C)C(=O)c2cccc(C#N)c2OCC[C@@H]2CC[C@@H](OC)[C@H](CN(C)C(=O)[C@@H]1C)O2	0.0
71	C[C@@H]1CCCCO[C@H](CN(C)Cc2ccc(Cl)c(Cl)c2)[C@@H](C)CN([C@@H](C)CO)C(=O)c2cc(NC(=O)Cc3ccccc3)ccc2O1	-0.8
72	COc1ccc2c3c([nH]c2c1)[C@@H](CO)N(C(=O)Nc1c(C)noc1C)CC31CN(CC2CCOCC2)C1	1.1
73	CC(C)NC(=O)Nc1cccc2c1O[C@@H](CN(C)S(=O)(=O)c1ccc(Cl)cc1)[C@@H](C)CN([C@@H](C)CO)C2=O	0.4
74	CCCC(=O)Nc1ccc2c(c1)OC[C@@H](C)N(C(C)=O)C[C@@H](C)[C@H](OC)CN(C)C2=O	-0.6
75	O=C(C[C@@H]1C=C[C@@H](NC(=O)Cc2cccnc2)[C@H](CO)O1)Nc1ccc(-c2ccccc2)cc1	0.0
76	CCC(=O)N1[C@@H]2Cn3c(cccc3=O)[C@H]1[C@@H](C(=O)N1CCc3ccccc3C1)[C@@H]2CO	-0.3
77	C[C@H](CO)N1C[C@H](C)[C@@H](CN(C)S(C)(=O)=O)OCCCC[C@H](C)Oc2ccc(NC(=O)CCCN(C)C)cc2C1=O	-0.2

Screening results (PubChem)

This is a subset; rates above refer to the full screens.
